NFkB SMM: binders of human NF-kappa-B p105. P19838. Small molecule microarray, anti-His fluorescence binding. calls only. hit rate 1.3% among 17,000. AID 624139;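 active means spot fluorescence over background significantly raised, with a chance value under 7% in all four replicate spots of the compound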;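 further: probe protein is his-tagged human p50 processed subunit at 1 µg/ml; raw spot fluorescence signals with no normalization applied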
Target sequence (P19838 1-433 limits assumed): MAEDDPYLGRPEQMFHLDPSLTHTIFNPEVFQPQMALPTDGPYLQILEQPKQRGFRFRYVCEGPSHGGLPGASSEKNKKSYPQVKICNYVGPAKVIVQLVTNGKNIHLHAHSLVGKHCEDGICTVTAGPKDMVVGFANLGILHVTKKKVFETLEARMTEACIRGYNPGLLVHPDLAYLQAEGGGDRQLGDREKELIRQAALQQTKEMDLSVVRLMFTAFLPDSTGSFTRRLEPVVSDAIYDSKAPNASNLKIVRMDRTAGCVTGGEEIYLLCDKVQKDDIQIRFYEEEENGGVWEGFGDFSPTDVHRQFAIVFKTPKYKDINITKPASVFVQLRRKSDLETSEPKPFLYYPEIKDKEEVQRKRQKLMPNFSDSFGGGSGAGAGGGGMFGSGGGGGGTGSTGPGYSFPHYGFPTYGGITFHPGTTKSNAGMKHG
Calls only; i = inactive.

SMILES | NFkB SMM
CC(C)NC(=O)Nc1ccc2c(c1)C(=O)N([C@H](C)CO)C[C@H](C)[C@H](CN(C)C(=O)CCCN(C)C)OCCCC[C@H](C)O2 | i
O=C(NCc1nc2ccccc2[nH]1)C1=C[C@H](c2coc3ccccc3c2=O)C[C@H](OCc2ccc(CO)cc2)O1 | i
C[C@H](CO)N1C[C@H](C)[C@H](CN(C)C(=O)NC2CCCCC2)Oc2c(NC(=O)Nc3ccc4c(c3)OCO4)cccc2C1=O | i
C[C@H]1CN([C@@H](C)CO)C(=O)c2cccc(N(C)C)c2O[C@@H]1CN(C)C(=O)Nc1cccc2ccccc12 | i
COc1ccc(NC(=O)Nc2cccc3c2O[C@@H](CN(C)S(=O)(=O)c2cccs2)[C@@H](C)CN([C@@H](C)CO)C3=O)cc1 | i
COc1ccc(NC(=O)CN(c2cccc3ccccc23)S(C)(=O)=O)cc1OC | i
C[C@H](CO)N1C[C@H](C)[C@@H](CN(C)C(=O)c2ccccc2)OCCCC[C@H](C)Oc2ccc(NC(=O)Nc3ccc4c(c3)OCO4)cc2C1=O | i
CC(C)NC(=O)N(C)C[C@@H]1Oc2c(NC(=O)C3CCOCC3)cccc2C(=O)N([C@H](C)CO)C[C@@H]1C | i
CS(=O)(=O)Nc1ccc(C(=O)CC2(O)C(=O)Nc3ccc(Br)cc32)cc1 (configuration not stated) | i
C[C@@H]1CCC[C@H](C)N1NC(=O)c1ccc(Cl)c(S(N)(=O)=O)c1 | i
COc1ccc(CN(C)C[C@H]2Oc3c(NC(=O)c4ccc(-c5nccs5)cc4)cccc3C(=O)N([C@H](C)CO)C[C@@H]2C)cc1 | i
C[C@@H]1CN([C@H](C)CO)C(=O)c2cc(NC(=O)C3CC3)ccc2O[C@H]1CN(C)C(=O)Nc1ccc(C(F)(F)F)cc1 | i
O=C(NCCNc1ccc([N+](=O)[O-])cc1)c1ccco1 | i
C/C(=C\CC[C@@H](C)[C@H]1CC(O)[C@@]2(C)C3CC[C@H]4C(C)(C)[C@@H](O[C@@H]5OC(CO)C(O)C(O)C5OC5OC(CO)C(O)C(O)C5O)CC[C@@]45C[C@@]35CC(O)[C@]12C)C(=O)O (some centres not stated) | i
Cc1cc(C)nc(SCC(O)COc2ccccc2)n1 (configuration not stated) | i
C[C@H](CO)N1C[C@H](C)[C@@H](CN(C)CC2CC2)Oc2c(NC(=O)Nc3ccc(C(F)(F)F)cc3)cccc2C1=O | i
C[C@H](CO)N1C[C@H](C)[C@@H](CN(C)Cc2ccc(-c3ccccc3)cc2)Oc2ccc(NC(=O)NC3CCCCC3)cc2CC1=O | i
Cc1ccc(S(=O)(=O)c2nc(NCCN(C)C)sc2Cl)cc1 | i
C[C@H](CO)N1C[C@H](C)[C@@H](CN(C)S(=O)(=O)c2cccs2)Oc2c(NC(=O)Nc3cccc4ccccc34)cccc2C1=O | i
Cc1noc(C)c1S(=O)(=O)Nc1ccc2c(c1)C(=O)N([C@H](C)CO)C[C@@H](C)[C@@H](CN(C)C)OCCCC[C@H](C)O2 | i

The list goes on; it opens with the 2 that closed the last part.
SMILES | NFkB SMM
C[C@H](CO)N1C[C@H](C)[C@@H](CN(C)S(=O)(=O)c2cccs2)Oc2c(NC(=O)Nc3cccc4ccccc34)cccc2C1=O | i
Cc1noc(C)c1S(=O)(=O)Nc1ccc2c(c1)C(=O)N([C@H](C)CO)C[C@@H](C)[C@@H](CN(C)C)OCCCC[C@H](C)O2 | i
C[C@H]1CN([C@@H](C)CO)C(=O)c2cc(NC(=O)C3CC3)ccc2O[C@H]1CN(C)C(=O)Nc1ccc(F)cc1 | i
Cc1ccc(-c2cc(C(=O)NCCN3CCOCC3)c3cccc(C)c3n2)c(C)c1 | i
COc1ccc(C(=O)Nc2ccc(S(=O)(=O)Nc3cc(C)on3)cc2)cc1 | i
CCOC(=O)c1cnc(SC2CC(=O)N(c3cccc(F)c3)C2=O)nc1N (configuration not stated) | i
C[C@H]1CN([C@@H](C)CO)C(=O)c2cc(NS(C)(=O)=O)ccc2O[C@@H]1CN(C)CC1CC1 | i
C[C@@H]1CCCCO[C@@H](CN(C)Cc2ccc(C(=O)O)cc2)[C@H](C)CN([C@@H](C)CO)C(=O)c2cc(NC(=O)Nc3ccc(C(F)(F)F)cc3)ccc2O1 | i
C=CC[C@]1(C(=O)N2CCOCC2)COC(c2ccc(OCCCO)cc2)=N1 | i
Cc1noc(C)c1NC(=O)Nc1ccc2c(c1)C(=O)N([C@H](C)CO)C[C@H](C)[C@H](CN(C)C(=O)CCCN(C)C)OCCCC[C@@H](C)O2 | i
CNC[C@@H]1Oc2ccc(NC(=O)CCC(F)(F)F)cc2C(=O)N([C@H](C)CO)C[C@H]1C | i
CC(=O)Nc1ccc(C(=O)CSc2nnc(-c3ccncc3)o2)cc1 | i
C[C@@H]1CC[C@]2(C(=O)OC3OC(CO)C(OC4OC(CO)C(O)C(O)C4O)C(O)C3O)CC[C@]3(C)C(=CCC4[C@@]5(C)CC[C@H](O)[C@](C)(C(=O)O)C5CC[C@]43C)C2[C@]1(C)O (some centres not stated) | i
CCOC(=O)Cc1csc(NC(=O)c2sc3cccc(F)c3c2Cl)n1 | i
CC(=O)c1cn(CC(=O)NCC2CCCO2)c2ccccc12 (configuration not stated) | i
Oc1ccccc1Cn1c(-c2ccccc2O)nc2ccccc21 | i
COc1ccc([C@H]2C[C@H]3C(I)=CC2C(=O)[C@]32CO2)cc1OC | i
COc1ccc(S(=O)(=O)Nc2ccc3c(c2)C(=O)N([C@@H](C)CO)C[C@H](C)[C@@H](CN(C)Cc2ccc4c(c2)OCO4)OCCCC[C@@H](C)O3)cc1 | i
CCCCC(=O)NCCc1c(Cc2ccccc2)[nH]c2ccccc12 | i
CCOc1ccccc1Nc1nc(Nc2ccccc2OCC)nc(Sc2nnc(C)s2)n1 | i
C[C@@H]1CN([C@H](C)CO)C(=O)c2cccc(NC(=O)NC3CCCCC3)c2O[C@H]1CN(C)S(=O)(=O)c1cccs1 | i
COc1ccc(NC(=O)Nc2ccc3c(c2)CC(=O)N([C@H](C)CO)C[C@H](C)[C@@H](CN(C)C)O3)cc1 | i
C[C@H]1CN([C@@H](C)CO)C(=O)c2cccc(NC(=O)Nc3ccc(C(F)(F)F)cc3)c2O[C@@H]1CN(C)C | i
CCO[C@H]1OC(C(=O)NCc2ccccc2)=C[C@@H](C2CC2)[C@@H]1CCCO | i
C[C@@H]1CCCCO[C@@H](CN(C)Cc2ccc(C(=O)O)cc2)[C@H](C)CN([C@@H](C)CO)C(=O)c2cc(NC(=O)c3ccccc3)ccc2O1 | i
Cc1ccc(-c2nc3ccccc3o2)cc1NC(=O)C(C)(C)Oc1ccc(Cl)cc1 | i
C[C@@H]1CN([C@@H](C)CO)C(=O)c2cccc(NC(=O)NC3CCCCC3)c2O[C@@H]1CN(C)C(=O)Nc1ccccc1 | i
CNC[C@@H]1OCCCC[C@H](C)Oc2ccc(NC(=O)NC(C)C)cc2C(=O)N([C@H](C)CO)C[C@@H]1C | i
CNC[C@H]1OCCCC[C@@H](C)Oc2ccc(NS(=O)(=O)c3cccs3)cc2C(=O)N([C@H](C)CO)C[C@@H]1C | i
C[C@H](CO)N1C[C@H](C)[C@@H](CN(C)C)OCCCC[C@H](C)Oc2ccc(NC(=O)c3ccncc3)cc2C1=O | i
C[C@@H]1CN([C@@H](C)CO)C(=O)c2cc(NS(=O)(=O)c3ccccc3)ccc2O[C@@H](C)CCCCO[C@H]1CN(C)C(=O)C1CCCCC1 | i
C[C@H]1CN([C@@H](C)CO)C(=O)c2cccc(NC(=O)Nc3cccc4ccccc34)c2O[C@H]1CN(C)Cc1ccncc1 | i
Nc1cccc2c(=O)[nH]ccc12 | i
C[C@H](CO)N1C[C@H](C)[C@@H](CN(C)C(=O)Nc2ccc(F)cc2)Oc2ccc(NC(=O)Cc3ccccc3)cc2C1=O | i
C[C@H](CO)N1C[C@H](C)[C@H](CN(C)Cc2ccc(C(=O)O)cc2)Oc2c(NC(=O)NC3CCCCC3)cccc2C1=O | i
O=c1cc(CSc2nc3ccccc3[nH]2)c2ccccc2[nH]1 | i
COc1ccccc1CNC(=O)c1cnn2c(C(F)F)cc(C)nc12 | i
COc1cc(C2CC(=O)c3c(O)cc(O)cc3O2)ccc1O (configuration not stated) | i
CC(=O)c1cn(CC(=O)NCc2cccnc2)c2ccccc12 | i
C[C@H]1CN([C@@H](C)CO)C(=O)Cc2cc(NC(=O)Nc3ccc(F)cc3)ccc2O[C@H]1CN(C)C(=O)NC1CCCCC1 | i
CC(C)c1ccccc1NC(=O)CSc1nc(-c2ccccc2)cc(=O)[nH]1 | i
O=S(=O)(N[C@@H]1CCCN(Cc2ccc(OCCO)cc2)C1)c1cccc2cccnc12 | i
Cn1cnnc1Sc1c([N+](=O)[O-])ncn1C | i
C[C@H]1CN([C@@H](C)CO)C(=O)CCCn2nncc2CO[C@H]1CN(C)S(=O)(=O)c1ccc(Cl)cc1 | i
C[C@H](CO)N1C[C@H](C)[C@H](CN(C)C)OCc2cnnn2CCCC1=O | i
c1ccc(-c2[nH]ncc2-c2ccnc3ccccc23)nc1 | i
C[C@@H]1CN([C@H](C)CO)C(=O)c2cccc(NS(C)(=O)=O)c2O[C@@H]1CN(C)C(=O)Nc1ccc(C(F)(F)F)cc1 | i
COc1ccc(C(=O)CCC(=O)Nc2cccnc2)c(OC)c1 | i
COc1ccc(CN(C)C[C@H]2OCCCC[C@@H](C)Oc3ccc(NC(=O)Nc4c(C)noc4C)cc3C(=O)N([C@H](C)CO)C[C@@H]2C)cc1 | i
C[C@@H]1CN([C@H](C)CO)C(=O)c2cccc(NS(=O)(=O)c3cccs3)c2O[C@@H]1CN(C)Cc1ccc(C(=O)O)cc1 | i
C[C@@H]1C=C(C(=O)N2CCN(Cc3ccc4c(c3)OCO4)CC2)O[C@H](OCc2ccc(CO)cc2)C1 | i
C[C@H]1CN([C@@H](C)CO)C(=O)c2cccc(NC(=O)Nc3ccc(C(F)(F)F)cc3)c2O[C@@H]1CN(C)Cc1ccncc1 | i
Cc1c(NC(=O)/C(C#N)=C/c2ccc(Cl)cc2)c(=O)n(-c2ccccc2)n1C | i
Cc1cc(C)cc(N(CC(=O)Nc2c(C)n(C)n(-c3ccccc3)c2=O)S(C)(=O)=O)c1 | i
Cc1noc(C)c1S(=O)(=O)N(C)C[C@H]1Oc2ccc(NC(=O)Nc3ccc(C(F)(F)F)cc3)cc2CC(=O)N([C@H](C)CO)C[C@H]1C | i
C[C@H](CO)N1C[C@H](C)[C@@H](CN(C)Cc2ccncc2)OCCCC[C@H](C)Oc2ccc(NC(=O)Nc3ccccc3)cc2C1=O | i
COc1ccc(NC(=S)NCCc2ccccc2OC)c(OC)c1 | i
COc1ccc(S(=O)(=O)Nc2cccc3c2O[C@@H](CN(C)S(=O)(=O)c2ccc(F)cc2)[C@H](C)CN([C@@H](C)CO)C3=O)cc1 | i
C[C@H](CO)N1C[C@H](C)[C@H](CN(C)C(=O)Nc2ccc3c(c2)OCO3)Oc2c(NC(=O)C3CCOCC3)cccc2C1=O | i
C[C@@H]1CC[C@]2(C)[C@H](CC[C@@H](O)[C@]2(C)O)[C@@]1(C)CC/C(=C/CO)CO | i
Cc1noc(C)c1S(=O)(=O)N(C)C[C@H]1OCCCC[C@H](C)Oc2ccc(NC(=O)CCCN(C)C)cc2C(=O)N([C@@H](C)CO)C[C@@H]1C | i
O=C(Nc1ccc(S(=O)(=O)Nc2ccccn2)cc1)c1cccnc1 | i

Structures from the list above that contain a nitro group on carbon, in the order listed:
SMILES | NFkB SMM
O=C(NCCNc1ccc([N+](=O)[O-])cc1)c1ccco1 | i
Cn1cnnc1Sc1c([N+](=O)[O-])ncn1C | i

2 records picked at random from the list so far:
SMILES | NFkB SMM
C[C@H](CO)N1C[C@H](C)[C@H](CN(C)C)OCc2cnnn2CCCC1=O | i
C[C@@H]1CN([C@H](C)CO)C(=O)c2cccc(NS(C)(=O)=O)c2O[C@@H]1CN(C)C(=O)Nc1ccc(C(F)(F)F)cc1 | i

New compounds follow:
SMILES | NFkB SMM
C[C@@H]1CN([C@@H](C)CO)C(=O)c2cccc(NC(=O)NC3CCCCC3)c2O[C@@H]1CN(C)C(=O)Nc1ccc2c(c1)OCO2 | i
COc1ccc2nc(SCC(=O)Nc3cccc(C(F)(F)F)c3)[nH]c2c1 | i
C=C1CCC2C(C(=O)O)=COC(O[C@@H]3O[C@H](CO)[C@@H](O)[C@H](O)[C@H]3O)C12 (some centres not stated) | i
C[C@H]1CN([C@@H](C)CO)C(=O)Cc2cc(NC(=O)Cc3cn(C)c4ccccc34)ccc2O[C@@H]1CN(C)S(=O)(=O)c1cccs1 | i
Nc1ncnc(NCc2cccnc2)c1[N+](=O)[O-] | i
CC1=C2[C@@H](c3ccccc3)OB(O)C[C@@H]2n2c(=O)n(-c3ccccc3)c(=O)n2C1 | i
C[C@H]1CN([C@@H](C)CO)C(=O)c2cccc(NC(=O)Nc3cccc4ccccc34)c2O[C@@H]1CN(C)S(=O)(=O)c1cccs1 | i
C[C@@H]1CCCCO[C@@H](CN(C)S(=O)(=O)c2cccs2)[C@H](C)CN([C@@H](C)CO)C(=O)c2cc(NC(=O)Cc3ccccc3)ccc2O1 | i
O=C1CS(=O)(=O)C(c2ccccc2)N1c1ccccc1 (configuration not stated) | i
C[C@@H]1CN([C@@H](C)CO)C(=O)CCCn2nncc2CO[C@H]1CN(C)S(=O)(=O)c1ccc(Cl)cc1 | i
C[C@@H]1C[C@H]2[C@@H]3C[C@H](F)C4=CC(=O)C=C[C@]4(C)[C@@]3(Cl)[C@@H](O)C[C@]2(C)[C@H]1C(=O)COC(=O)C(C)(C)C | i

An excerpt of these results, field by field:
> C[C@@H]1CN([C@@H](C)CO)C(=O)c2cccc(NC(=O)NC3CCCCC3)c2O[C@@H]1CN(C)C(=O)Nc1ccc2c(c1)OCO2
  NFkB SMM = i

> COc1ccc2nc(SCC(=O)Nc3cccc(C(F)(F)F)c3)[nH]c2c1
  NFkB SMM = i

> C=C1CCC2C(C(=O)O)=COC(O[C@@H]3O[C@H](CO)[C@@H](O)[C@H](O)[C@H]3O)C12 (some centres not stated)
  NFkB SMM = i

> C[C@H]1CN([C@@H](C)CO)C(=O)Cc2cc(NC(=O)Cc3cn(C)c4ccccc34)ccc2O[C@@H]1CN(C)S(=O)(=O)c1cccs1
  NFkB SMM = i

Compound activity (PubChem)

An excerpt; count on the stated rates, not on these rows.
